SENP8 block-1: blocks the human protease SENP8; AID 2540; purified SENP8, Z-RLRGG-aminoluciferin cleavage, luminescence; Q96LD8; 330,000 compounds, 1.2% hits; inhibition, % at 10 µM; in the data active = inhibition above about 50%
SENP7 block: SENP7 protease inhibition; recombinant SENP7, Z-RLRGG-aminoluciferin luminescence, 40 min; AID 434973; 330,000 compounds, 1.5% hits; inhibition, % at 5 µM;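 active = inhibition above about 50% at the single test dose, limit read from the data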;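 note: plate controls were DMSO with enzyme for no effect and no enzyme buffer wells for full effect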
SENP6 inh: inhibitors of human SENP6 protease; Q9GZR1; Recombinant SENP6 catalytic domain, aminoluciferin luminescence; inhibition, % at 10 µM; 330,000 compounds, 1.8% hits; AID 2599;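 active = inhibition above about 50% at the single tested dose, limit read from the data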;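 note: plate controls were DMSO wells with enzyme for no effect and DMSO wells lacking enzyme for full effect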
UBC13 inh: human UBC13 polyubiquitination inhibition | 330,000 compounds, 0.47% hits | P61088 | inhibition, % at 20 µM | UBC13 polyubiquitin chain formation, TR-FRET; in the data active = inhibition above about 45%, passing the limit was not always enough
A3G deaminase: APOBEC3G (human) deaminase inhibition | 330,000 compounds, 0.28% hits | recombinant A3G, ssDNA deamination FAM/TAMRA fluorescence | inhibition, % at 20 µM | Q9HC16;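 active = inhibition of at least 40% at 20 µM, with no more than 30% in the related APOBEC3A deaminase screen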;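 note: plate controls were DMSO wells with A3G for no effect and wells lacking A3G enzyme for full effect; some compounds called inactive have numbers as strong as hits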
SENP8 block-2: inhibitors of human SENP8 protease; Q96LD8; recombinant SENP8, Nedd8 substrate fluorescence; inhibition, % at 20 µM; 360,000 compounds, 0.64% hits; AID 602440; in the data active = inhibition mostly above about 40%, no sharp cut-off; inactive = mostly below about 27%
Apaf1 inhib: human Apaf-1 inhibition | O14727 | reconstituted apoptosome caspase-3 activity, DEVD-Rh110 fluorescence | inhibition, % at 20 µM | 330,000 compounds, 0.71% hits; active = inhibition of at least 40% at 20 µM;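 note: plate controls were DMSO wells for no effect and DEVD-CHO caspase inhibitor wells for full effect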
Target sequence (O14727 whole entry, looked up): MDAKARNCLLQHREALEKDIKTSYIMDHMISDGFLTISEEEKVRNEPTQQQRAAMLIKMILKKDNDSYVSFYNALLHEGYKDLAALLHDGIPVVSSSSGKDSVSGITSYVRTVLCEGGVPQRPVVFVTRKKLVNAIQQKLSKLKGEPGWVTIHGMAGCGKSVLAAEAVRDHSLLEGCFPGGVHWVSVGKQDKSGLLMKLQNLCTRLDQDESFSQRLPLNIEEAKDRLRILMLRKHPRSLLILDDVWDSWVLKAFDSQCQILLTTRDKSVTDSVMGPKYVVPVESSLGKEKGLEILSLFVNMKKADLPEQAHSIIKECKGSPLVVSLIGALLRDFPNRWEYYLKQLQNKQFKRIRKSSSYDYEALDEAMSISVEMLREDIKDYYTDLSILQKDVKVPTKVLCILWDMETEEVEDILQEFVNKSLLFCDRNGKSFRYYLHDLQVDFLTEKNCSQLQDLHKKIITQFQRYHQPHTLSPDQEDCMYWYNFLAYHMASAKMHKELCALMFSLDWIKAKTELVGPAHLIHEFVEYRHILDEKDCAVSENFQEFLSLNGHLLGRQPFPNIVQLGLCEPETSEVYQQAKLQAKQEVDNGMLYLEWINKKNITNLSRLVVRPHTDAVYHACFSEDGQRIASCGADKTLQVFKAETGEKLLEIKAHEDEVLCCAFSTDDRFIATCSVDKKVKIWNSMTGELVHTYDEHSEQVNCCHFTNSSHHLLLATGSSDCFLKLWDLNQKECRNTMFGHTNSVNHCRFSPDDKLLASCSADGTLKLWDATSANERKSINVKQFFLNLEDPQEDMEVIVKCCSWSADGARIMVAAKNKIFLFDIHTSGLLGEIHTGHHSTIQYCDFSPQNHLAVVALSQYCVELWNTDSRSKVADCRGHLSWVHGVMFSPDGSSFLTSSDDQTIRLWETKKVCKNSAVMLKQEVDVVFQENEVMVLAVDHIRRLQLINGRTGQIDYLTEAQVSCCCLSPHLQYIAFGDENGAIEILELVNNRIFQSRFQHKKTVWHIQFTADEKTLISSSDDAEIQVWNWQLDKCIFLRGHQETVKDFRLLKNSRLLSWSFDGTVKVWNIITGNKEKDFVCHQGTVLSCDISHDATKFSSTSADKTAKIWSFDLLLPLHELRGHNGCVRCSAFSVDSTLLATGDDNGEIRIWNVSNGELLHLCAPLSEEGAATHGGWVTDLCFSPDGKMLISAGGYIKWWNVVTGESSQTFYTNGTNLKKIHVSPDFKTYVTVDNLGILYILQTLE
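System: Apoptosome proteins | Medium: Hepes pH 7.5 with detergent and BSA | Also added: Cytochrome c trigger plus (Z-DEVD)2-Rh110 caspase-3 substrate | Incubation: 30 min compound preincubation, 50 min activation, room temperature | Detection: Rhodamine 110 fluorescence at Ex 480/Em 540 nm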
SENP1 inh: blocks the human SENP1 SUMO protease catalytic domain | 360,000 compounds, 0.21% hits | inhibition, % at 10 µM | recombinant SENP1 catalytic domain, CyPet-SUMO1-YPet FRET cleavage | AID 624204;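 active = inhibition at least 30% at 10 µM, raw YFP signal under a set limit, fluorescence ratio 0.5 to 1.5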;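 note: 0% = enzyme with DMSO and 100% = no enzyme wells; some results filed as inactive read as strong as hits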
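System: Recombinant human SENP1 catalytic domain, His6-tagged | Incubation: Enzyme reaction for 50 min at room temperature, dark | Medium: Tris pH 8 with BME, BSA, NP40 and catalase | Also added: 25 nM SUMO1 FRET substrate | Compound: 10 µM single point, 0.5% DMSO | Measured by: FRET fluorescence in CFP and YFP emission channels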
Numbers without * were called inactive.

(1) O=C(CSc1nc2c(c(=O)n1-c1ccc(Cl)cc1)SCC2)NCc1ccco1
(2) O=C(CN1C(=O)CCC1=O)Nc1nc(-c2nc3ccccc3s2)cs1
(3) COc1cc(C(=O)Nc2ccccc2N2CCCCC2)cc(OC)c1OC
(4) O=C(O)CC1Sc2nnc(COc3ccc(Cl)cc3)n2N=C1c1ccccc1 (stereo unspecified)
(5) CN(C)S(=O)(=O)c1ccc2c(c1)c(=O)c(C(=O)N1CCN(c3ccccn3)CC1)cn2C
(6) COc1ccc(C(C(=O)NC2CCCCC2)N(C(=O)c2cccs2)c2ccc3c(c2)OCO3)cc1 (stereo unspecified)
(7) CN(C)CCCNC(=O)C(=O)NCC1OCCN1S(=O)(=O)c1cc(F)ccc1F (stereo unspecified)
(8) CC1CCN(C(=O)COc2cccc3c2CCN(Cc2ccccc2)C3=O)CC1

screen / no.	1	2	3	4	5	6	7	8
SENP7 block	8	8	2	4	1	2	-9	6
SENP8 block-1	7	-13	-2	2	1	-3	3	-8
SENP6 inh	9	-8	-15	-7	1	0	-15	-11
A3G deaminase	3	-2	-8	7	-2	-1	-4	3
SENP1 inh	-1	-2	1	0	0	1	-1	0
Apaf1 inhib	6	1	8	12	-4	-2	24	-18
UBC13 inh	2	-9	8	2	1	-8	26	3
SENP8 block-2	14	-373	12	7	16	0	4	7

(9) Cn1c(=O)[nH]c(=O)c2c1nc(SCCN1CCOCC1)n2CCCc1ccccc1
(10) O=[N+]([O-])c1ccc2[nH]c3c(c2c1)CCCC3O (stereo unspecified)
(11) COc1ccc(Cl)cc1N1C(=O)c2cccnc2C1=O
(12) O=C(c1ccccc1)N1N=C(c2ccccc2)CC1c1cccs1 (stereo unspecified)
(13) CC(C)C(=O)N1CCN(c2ccccc2NC(=O)COc2ccc(C3CCCCC3)cc2)CC1
(14) CCn1nc(C)c(C(=O)Nc2cc(Oc3ccc(Cl)cc3)cc([N+](=O)[O-])c2)c1C
(15) O=C(COc1ccccc1[N+](=O)[O-])N1CCC(Cc2ccccc2)CC1
(16) COc1cccc(/C=C2\C(=O)N(c3cccc(C)c3)C(=O)c3ccccc32)c1

screen / no.	9	10	11	12	13	14	15	16
SENP7 block	16	10	5	-2	-3	7	1	21
SENP8 block-1	9	-6	4	8	0	-2	1	10
SENP6 inh	-8	7	-7	-6	-10	11	-9	46
A3G deaminase	0	-3	-4	-2	-7	-2	1	2
SENP1 inh	1	2	-1	4	-3	-2	2	-23
Apaf1 inhib	6	-2	3	10	16	14	12	23
UBC13 inh	0	9	2	10	-3	4	-1	3
SENP8 block-2	13	10	13	10	0	3	6	31

(17) Cc1ccc(/C=C2/SC(=S)N(C3CCCCC3)C2=O)o1
(18) Cc1ccc2c(c1)C(=O)N1[C@H]3c4ccccc4OC[C@@H]3[C@H](c3ccccc3)[C@]1(C)C(=O)N2
(19) C/C(N)=C(/C#N)C(=O)COC(=O)c1cccc(O)c1
(20) Cc1ccc(CSc2nsc(C)c2C#N)cc1
(21) CCCC(=O)Nc1cc(-c2nnc(OC)c3ccccc23)ccc1N1CCOCC1
(22) O=C(c1cc2n(n1)C(C(F)(F)F)CC(c1ccco1)N2)N1CCN(c2ccccn2)CC1 (stereo unspecified)
(23) Cc1ccc2c(c1)cc(CN(Cc1ccc3c(c1)OCO3)C(=O)c1cnccn1)c1nnnn12
(24) CC1=C(C)[N+](=O)C2CCCCC2N1[O-] (stereo unspecified)

screen / no.	17	18	19	20	21	22	23	24
SENP7 block	9	3	3	-3	4	1	4	-2
SENP8 block-1	-2	2	-6	-7	-5	2	-3	5
SENP6 inh	6	6	-14	-7	-6	-1	-15	-12
A3G deaminase	1	-4	9	-4	2	4	3	-4
SENP1 inh	9	-2	0	-1	2	1	-4	2
Apaf1 inhib	-33	19	1	10	-8	8	13	-12
UBC13 inh	-22	2	-2	6	-6	1	3	8
SENP8 block-2	21	-4	0	7	-75	12	14	14

(25) O=C(CCc1ccc(CCC(=O)c2cccs2)s1)c1cccs1
(26) COc1ccc(CCNC(=O)c2nnn(CC(=O)Nc3ccc(C)cc3C)c2N)cc1OC
(27) CCCCn1c(C)cc(/C=C(\C#N)C(=O)O)c1C
(28) COc1ccccc1C1OC(c2cccc([N+](=O)[O-])c2)=NN1C(C)=O (stereo unspecified)
(29) NC(=O)CC(NC(=O)Cc1ccc(Cl)cc1)c1ccc(NCc2ccccc2)c([N+](=O)[O-])c1 (stereo unspecified)
(30) COCCNC(=O)C1CC(=O)N(CCc2ccccc2)C1 (stereo unspecified)
(31) COC(=O)c1ccc(NC(=O)c2c(Br)cnn2C)cc1
(32) O=C(NC(=S)NCCc1ccccc1)c1ccccc1

screen / no.	25	26	27	28	29	30	31	32
SENP7 block	-12	4	-10	3	4	6	9	-12
SENP8 block-1	-8	-4	-10	2	9	3	5	-26
SENP6 inh	19	-1	-9	11	-3	12	23	-20
A3G deaminase	-2	-1	-6	19	-3	-2	3	-1
SENP1 inh	0	1	-1	1	9	-1	2	1
Apaf1 inhib	13	-1	8	-1	5	3	18	16
UBC13 inh	3	-9	-11	-2	0	-5	-5	-2
SENP8 block-2	18	-4	-80	-7	28	20	30	10

(33) Cn1c(CSCc2ccc(F)cc2)nnc1SCC(=O)Nc1nccs1
(34) O=C(c1cccc(C(=O)N(c2ccccn2)C2CCCCC2)c1)N(c1ccccn1)C1CCCCC1
(35) CCN(CCCNC(=O)C1CCN(S(=O)(=O)c2c(C)[nH]c(=O)[nH]c2=O)CC1)c1cccc(C)c1
(36) COC(=O)c1c(-c2cccc3ccccc23)csc1NC(=O)Cc1ccc(OC)c(OC)c1
(37) CC(=O)c1c(C)[nH]c(C(=O)OCc2nc3ccsc3c(=O)[nH]2)c1C
(38) COc1cc2c(cc1NC(=O)c1cccc(F)c1)CCCC2
(39) CC(C)c1ccc(N2C(=O)CC(Sc3ncn[nH]3)C2=O)cc1 (stereo unspecified)
(40) CC1CCCC(C)N1CCCNC(=O)c1ccc2nc(N3CCCCC3)sc2c1 (stereo unspecified)

screen / no.	33	34	35	36	37	38	39	40
SENP7 block	-5	-5	11	-7	0	-7	10	10
SENP8 block-1	-6	9	-6	1	-5	-11	14	-5
SENP6 inh	4	4	-11	-8	-8	0	5	-1
A3G deaminase	-2	-3	-7	-9	1	-5	35	2
SENP1 inh	1	-3	-1	-1	-4	2	3	-5
Apaf1 inhib	4	1	2	4	0	13	12	8
UBC13 inh	-2	-6	0	-1	-1	-14	0	18
SENP8 block-2	5	5	18	-8	-10	19	24	1

(41) COc1ccc(NC(=O)COC(=O)c2ncc(Cl)c(Cl)c2Cl)c(OC)c1
(42) COc1ccc(/C=C/C(=O)c2ccncc2)c2ccccc12
(43) CCN(CC)c1ccc(/C=N/N2CCN(Cc3ccccc3Cl)CC2)c(O)c1
(44) O=C(CCSCc1cccc(Cl)c1)NC1CCCC1
(45) COc1ccc(-c2nc(C#N)c(NCCCn3ccnc3)o2)cc1OC
(46) COc1cc(C(=O)Nc2nc3ccc(S(=O)(=O)N4CCOCC4)cc3s2)cc(OC)c1OC
(47) CCn1c(SCC(=O)Nc2ccc(N(C)C)cc2)nnc1C1CC1
(48) COC(=O)c1c(C)[nH]c(C)c1C(C)=O

screen / no.	41	42	43	44	45	46	47	48
SENP7 block	8	15	5	-2	-3	2	0	-5
SENP8 block-1	0	12	-7	-8	-14	-6	-1	1
SENP6 inh	3	13	-24	-6	-5	-4	2	0
A3G deaminase	-4	-7	-7	-1	-6	-7	-7	-1
SENP1 inh	-1	-27	0	-1	2	1	0	2
Apaf1 inhib	0	17	-6	-3	-9	-3	1	-7
UBC13 inh	4	-12	14	-2	13	14	7	1
SENP8 block-2	4	29	14	15	-233	-257	4	18

(49) CCC(=O)N1c2ccc(S(=O)(=O)NCCc3ccccc3)cc2CC1C (stereo unspecified)
(50) O=C(NC1CCCC1)C1CCN(C(=O)c2ccc(Cl)cc2)CC1
(51) CC(OC(=O)CCc1nc2ccccc2c(=O)[nH]1)C(=O)Nc1cccc(C(F)(F)F)c1 (stereo unspecified)
(52) CCOc1ccc(OCCOC(=O)CNC(=O)c2ccc(Cl)cc2Cl)cc1
(53) CCC(C)(C)N1CC(=O)N(Cc2ccccc2)C(c2ccc(OC)cc2)C1=O (stereo unspecified)
(54) C=CCN(Cc1ccc(Cl)s1)C(=O)c1cc(S(=O)(=O)N2CCOCC2)ccc1F
(55) C=CCOc1c(CNc2ncn[nH]2)cccc1OC
(56) O=C(CSc1ccc(-c2ccc(Cl)cc2)nn1)NC1CCCC1

screen / no.	49	50	51	52	53	54	55	56
SENP7 block	0	8	-4	9	4	1	-5	6
SENP8 block-1	-2	3	3	8	6	4	1	-2
SENP6 inh	13	0	-1	-2	0	3	0	-10
A3G deaminase	-4	5	3	2	-7	-5	2	-7
SENP1 inh	-3	3	-6	1	-1	0	2	0
Apaf1 inhib	5	1	4	13	-6	11	-4	5
UBC13 inh	10	2	10	-3	6	11	5	-3
SENP8 block-2	18	5	1	-4	12	2	12	-1

2 records drawn at random from the list so far, as already listed:
(52) CCOc1ccc(OCCOC(=O)CNC(=O)c2ccc(Cl)cc2Cl)cc1
(24) CC1=C(C)[N+](=O)C2CCCCC2N1[O-] (stereo unspecified)

screen / no.	52	24
SENP7 block	9	-2
SENP8 block-1	8	5
SENP6 inh	-2	-12
A3G deaminase	2	-4
SENP1 inh	1	2
Apaf1 inhib	13	-12
UBC13 inh	-3	8
SENP8 block-2	-4	14

The list continues.
(57) O=C(COc1ccccc1Br)N1CCN(C(=O)c2ccco2)CC1
(58) COc1ccc(NC(=O)Cc2ccc(Cl)cc2)cc1S(=O)(=O)N1CCCCC1
(59) O=C(OCc1ccccc1Cl)c1ccccc1C(=O)c1ccccc1
(60) Cc1noc(C)c1CSc1nnc(-c2ccncc2)n1-c1ccc(Cl)c(Cl)c1
(61) COc1ccc(N2CCN(C(=O)C(Cc3ccccc3)n3cccc3)CC2)cc1 (stereo unspecified)
(62) COC(=O)c1cc(N2CCN(C)CC2)nc2ccccc12
(63) O=C(CN1C(=O)c2ccccc2C1=O)c1ccccc1

screen / no.	57	58	59	60	61	62	63
SENP7 block	4	-8	-4	0	9	-3	-6
SENP8 block-1	6	-8	2	-6	-5	7	-5
SENP6 inh	3	-12	1	-15	-10	-14	-13
A3G deaminase	1	-2	-5	-6	0	-15	-10
SENP1 inh	1	-3	-2	-1	1	35	1
Apaf1 inhib	15	10	-2	5	21	-6	1
UBC13 inh	1	2	6	-3	3	10	8
SENP8 block-2	3	4	-1	4	5	-420	3

Entries from the list above that contain two or more sulfur atoms (eight):
(1) O=C(CSc1nc2c(c(=O)n1-c1ccc(Cl)cc1)SCC2)NCc1ccco1
(2) O=C(CN1C(=O)CCC1=O)Nc1nc(-c2nc3ccccc3s2)cs1
(17) Cc1ccc(/C=C2/SC(=S)N(C3CCCCC3)C2=O)o1
(20) Cc1ccc(CSc2nsc(C)c2C#N)cc1
(25) O=C(CCc1ccc(CCC(=O)c2cccs2)s1)c1cccs1
(33) Cn1c(CSCc2ccc(F)cc2)nnc1SCC(=O)Nc1nccs1
(46) COc1cc(C(=O)Nc2nc3ccc(S(=O)(=O)N4CCOCC4)cc3s2)cc(OC)c1OC
(54) C=CCN(Cc1ccc(Cl)s1)C(=O)c1cc(S(=O)(=O)N2CCOCC2)ccc1F

screen / no.	1	2	17	20	25	33	46	54
SENP7 block	8	8	9	-3	-12	-5	2	1
SENP8 block-1	7	-13	-2	-7	-8	-6	-6	4
SENP6 inh	9	-8	6	-7	19	4	-4	3
A3G deaminase	3	-2	1	-4	-2	-2	-7	-5
SENP1 inh	-1	-2	9	-1	0	1	1	0
Apaf1 inhib	6	1	-33	10	13	4	-3	11
UBC13 inh	2	-9	-22	6	3	-2	14	11
SENP8 block-2	14	-373	21	7	18	5	-257	2

Assay outcomes from PubChem BioAssay.
